Assay outcomes: PubChem, National Center for Advancing Translational Sciences (NCATS)
ELG1 repair inh: blocks ELG1-dependent DNA repair in HEK293T cells; HEK293T ELG1-luciferase reporter, luminescence, 16 h; DNA damage induced by 5-fluorouridine; Potency, µM (top dose mostly 46.1 µM), for the others: at the highest dose activity change, negative = inhibition, hits mostly inhibitors; 330,000 compounds, 2.3% hits; AID 504467; note: potency is the fitted concentration of half-maximal effect; % is set by controls: 0 for no effect and ±100 for the full control effect; nearly all actives have a fitted effect of over 55% in size
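HEK293T cells expressing luciferase-tagged ELG1 (2,000/well) received 5-Fluorouridine plus compound or DMSO for 16 hr at 37 °C. Luciferase was read by ONE-Glo luminescence after 30 min at room temperature.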
TCR act: T cell receptor activation; primary human leukocytes, anti-CD3, IL-2 HTRF, 48 h; Potency, µM (doses to about 9.22 µM), without a hit: at the highest dose activation of IL-2 secretion, actives largely listed as activators; 330,000 tested, under 10 active; note: % of control where 0% means no effect
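TCR engagement came from a-CD3 beads alone, with compounds added to primary human leukocytes for 48 hr. Secreted IL-2 bridged europium cryptate- and d2-labelled anti-IL-2 antibodies, giving FRET emission at 665nm after 320nm excitation.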
TSHR antag: antagonists of human thyroid stimulating hormone receptor. P16473. TSHR-expressing cells, TSH-stimulated cAMP HTRF, 2 h; hits give low values. activity change, negative = inhibition, % at 11.5 µM. 330,000 compounds, 0.2% hits. AID 504810;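 active = activity change below a set negative limit, meaning inhibition stronger than a set level, cut at about -70% in these data; inconclusive = activity change between two set negative limits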; note: % is set by controls: 0 for no effect and ±100 for the full control effect
Target sequence (P16473 whole entry, looked up): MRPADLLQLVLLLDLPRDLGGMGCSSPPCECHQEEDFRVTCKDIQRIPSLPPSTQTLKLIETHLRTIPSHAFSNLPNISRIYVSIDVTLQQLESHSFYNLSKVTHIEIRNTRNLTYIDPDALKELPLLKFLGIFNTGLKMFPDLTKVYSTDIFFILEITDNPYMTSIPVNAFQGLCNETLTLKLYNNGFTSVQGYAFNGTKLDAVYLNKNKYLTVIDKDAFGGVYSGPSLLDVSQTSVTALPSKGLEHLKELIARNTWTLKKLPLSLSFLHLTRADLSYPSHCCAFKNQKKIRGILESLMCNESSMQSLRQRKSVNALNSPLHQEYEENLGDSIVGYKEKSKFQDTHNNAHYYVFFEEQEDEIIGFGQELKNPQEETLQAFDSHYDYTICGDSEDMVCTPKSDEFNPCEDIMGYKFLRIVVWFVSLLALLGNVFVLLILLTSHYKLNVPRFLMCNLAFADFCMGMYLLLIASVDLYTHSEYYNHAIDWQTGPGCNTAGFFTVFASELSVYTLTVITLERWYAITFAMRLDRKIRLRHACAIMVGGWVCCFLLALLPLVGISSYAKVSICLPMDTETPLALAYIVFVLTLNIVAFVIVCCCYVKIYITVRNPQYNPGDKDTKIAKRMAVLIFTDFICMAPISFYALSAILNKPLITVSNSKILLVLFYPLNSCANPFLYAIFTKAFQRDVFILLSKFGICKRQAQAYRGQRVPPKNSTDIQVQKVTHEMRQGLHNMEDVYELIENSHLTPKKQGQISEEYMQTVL
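Antagonism was scored as loss of TSH-driven cAMP in TSHR cells, stimulated with 4nM TSH (EC80) for 2 hours at 37 deg C and detected by homogeneous HTRF competition immunoassay.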
ASM inhibitor: blocks human secretory acid sphingomyelinase; placental ASM, HMU-PC fluorogenic substrate, 60 min; Potency, µM (top dose mostly 57.5 µM), without a hit: top-dose activity change, negative = inhibition, most hits filed as inhibitors; 340,000 compounds, 0.006% hits; AID 504937; note: potency is the fitted concentration of half-maximal effect
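Fluorescence read-out (Ex 386 nm, Em 447 nm) after stopping the reaction at pH 10. Enzyme: ASM from human placenta; substrate HMU-PC0, 9 uM final; 60 min, 37 °C. Compound preincubation 10 min, ambient temperature.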
Eya2 phos inh: Eya2 (human) phosphatase inhibition. 330,000 compounds, 0.006% hits. AID 488837. O00167. Potency, µM (top dose mostly 76.9 µM), for inactives: top-dose activity, negative = inhibition, most hits filed as inhibitors. recombinant Eya2, OMFP fluorescence dephosphorylation (OMFP is methylfluorescein phosphate); note: potency is the fitted concentration of half-maximal effect; % is set by controls: 0 for no effect and ±100 for the full control effect
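Eya2 (0.2 uM) preincubated 10 min at ambient with compound, then OMFP substrate added at 50 uM; 10 min reaction in 50 mM HEPES pH 7.5, 50 mM NaCl, 5 uM MgCl2, 0.05% BSA, 1 mM DTT. Fluorescence read at Ex 485/Em 525 nm.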
A-T KAP1 phos: potential ataxia-telangiectasia treatments restoring KAP-1 phosphorylation | AID 485349 | […] A-T fibroblasts, KAP-1 phosphorylation AlphaLISA; neocarzinostatin DNA damage 30 min before lysis | Potency, µM (top dose mostly 57.5 µM), for inactives: top-dose activation, actives largely listed as activators | 320,000 compounds, 0.19% hits; note: potency is the fitted concentration of half-maximal effect; % of control where 0% means no effect; nearly all actives have a fitted effect of over 45% in size
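ATM-like activity read as KAP-1 phosphorylation via AlphaLISA donor/acceptor antibody pairs after lysis and 6 hr at 25C. Cells were ATM-null patient fibroblasts ([…], hTERT), dosed 60 min, then exposed to the DSB inducer NCS for 30 min.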
Mito fusion yeast: blocks mitochondrial division or promotes mitochondrial fusion. S. cerevisiae fusion-defective mutant growth rescue, CellTiterGlo 48 h. Potency, µM (highest dose often 46.1 µM), inactives show at the top dose growth rescue (activation), hits mostly activators. 320,000 compounds, 0.23% hits. AID 485298;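 note: potency is the fitted concentration of half-maximal effect; % of control where 0% means no effect; nearly all actives have a fitted effect of over 45% in size; temperature-sensitive fusion mutants such as fzo1-1 at 37 °C on non-fermentable ethanol glycerol medium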
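Yeast fusion mutant, YPEG (non-fermentable carbon), compound, 48 h at 37C non-permissive; CellTiterGlo added, 10 min RT, luminescence read. Rescued growth = division inhibition.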
a7 integrin act: activators of alpha7 integrin expression for muscular dystrophy. alpha7betagal myoblasts, beta-gal FDG fluorescence, 48 h. Potency, µM (top dose mostly 38.3 µM), inactives show at the top dose activation, actives largely listed as activators. 350,000 compounds, 0.064% hits. AID 624291;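 note: potency is the fitted concentration of half-maximal effect; 100% = response of the positive control SU9516; nearly all actives have a fitted effect of over 60% in size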
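alpha7betagal+/- myoblasts (passage 13, 250/well) treated 48 h at 37C with compounds at 1:260 dilution of DMSO stock. Lysed, then beta-galactosidase activity read as FDG fluorescence (ex 480/em 540) after 30 min, with pre-read for autofluorescence.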
Tb PFK inh: inhibitors of T. brucei phosphofructokinase. O15648. T. brucei PFK, ADP-Glo luminescence. Potency, µM (series often up to 57.5 µM), for inactives: at the top dose activity, negative = inhibition, most hits filed as inhibitors. 330,000 compounds, 0.17% hits. AID 485367;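 note: potency is the fitted concentration of half-maximal effect; 0% = uninhibited 1x PFK enzyme wells and -100% = no-enzyme wells; nearly all actives have a fitted effect of over 60% in size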
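Compounds were pin-transferred as a titration series up to 57 uM into substrate buffer (0.5 mM F6P, 0.1 mM ATP, pH 8.0), then 1.25 nM PFK was added and reactions ran 45 min before ADP-Glo detection.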
Chronic BCR inh: inhibitors of chronic active B-cell receptor signaling | ABC-DLBCL IkBa-CBG/CBR reporter, luminescence ratio, 4 h | Potency, µM (titrated, usually from 46.1 µM), for inactives: at the top dose ratio change, negative = lower green/red ratio, hits mostly inhibitors | 340,000 compounds, 0.05% hits | AID 493014; active = well fitted inhibition curve with a large enough effect in the signal ratio, with a control signal flat, not every such curve was filed as active; inconclusive = small, poorly fitted or top-dose-only effect, or effect the other way, or a change in a side signal; the % refers to the signal ratio;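 note: potency is the fitted concentration of half-maximal effect; plate controls were basal doxycycline-induced cells for no effect and cells given 10 µM MG132 for full effect; MG132 reads +100%, hits lower the ratio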
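Doxycycline induced both beetle luciferases in TMD8 lymphoma cells; IKK-driven degradation limits the IkappaBalpha-fused green signal, while red luminescence normalises for cell number and nonspecific effects. Compounds tested up to 46 uM, 4 hrs.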
TSG101-PTAP inh: blocks PTAP/TSG101 interaction to inhibit HIV-1 budding; Q99816; Fluorescence polarization, FITC-PTAP peptide / Tsg101 binding; Potency, µM (doses to about 115 µM), inactives show at the highest dose activity change, negative = inhibition, hits mostly inhibitors; 340,000 tested, under 10 active; AID 493005; active = well fitted inhibition curve with a large enough effect in the main read-out, with a control signal flat, not every such curve was filed as active; inconclusive = small, poorly fitted or top-dose-only effect, or effect the other way, or a change in a side signal; inactive = no such curve, though single readings can be large or run the other way; note: potency is the fitted concentration of half-maximal effect; % of control where 0% means no effect
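Compounds were pin-transferred onto Tsg101 binding domain (10 uM final) in HEPES pH 7.5 buffer, then FITC-PTAP peptide was added at 50 nM final. After 20 min at RT, polarization reported peptide displacement across a qHTS concentration series.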
* = called active by the depositor; ? = inconclusive; · = no result given; [ ] = remark or other dose. Unless noted, calls come from the whole dose curve; as a rule, active = well fitted curve in the direction sought with a large enough effect; inconclusive = small, poorly fitted or top-dose-only effect, or another doubt; inactive = no such curve, though single readings can be large; an effect the other way counts as inactive or inconclusive.

Every second line gives: ELG1 repair inh	TCR act	TSHR antag	ASM inhibitor	Eya2 phos inh	A-T KAP1 phos	Mito fusion yeast	a7 integrin act	Tb PFK inh	Chronic BCR inh	TSG101-PTAP inh
1: COc1cc([N+](=O)[O-])ccc1N
    ?	-1%[46.1 µM]	7	-1%	-2%	-7%	0%	-7%	4%	-10%	-1%
2: C=CCOC(=O)C1CC=CCC1C(=O)Oc1ccc(F)cc1F (configuration not stated)
    -3%	·	-8	2%	-6%	14%	1%	12%	3%	7%	·
3: Cc1nc(SCc2ccc(Cl)cc2)ncc1C(=O)O
    ?	5%	-7	-1%	14%	-3%	-1%	-39%	-5%	?	-2%
4: CCOc1ccc(S(=O)(=O)n2cc(-c3ccccc3)c(N)n2)cc1
    28%	4%	-10	-1%	2%	-3%	-3%	-4%	-2%	-8%	1%
5: CC(=O)N1CCCc2cc(S(=O)(=O)N3CCCC(C(=O)Nc4cc(C)ccc4C)C3)ccc21 (configuration not stated)
    ?	3%	3	5%	-7%	11%	-1%	-23%	-3%	1%	0%
6: CC(C)Sc1nc2ccccc2[nH]1
    15%	5%	7	5%	5%	-2%	-1%	17%	4%	-6%	0%
7: Cc1cc(C)nc(NS(=O)(=O)c2ccc(N3C(=O)C4C5C=CC(C5)C4C3=O)cc2)n1 (configuration not stated)
    2%	1%[46.1 µM]	-3	1%	3%	2%	1%	-2%	-6%	3%	-1%
8: CC12CN3CC(C)(CN(C1)C3c1ccccc1F)C2 (configuration not stated)
    -6%	2%	-2	-2%	-12%	11%	-3%	-1%	2%	?	-4%
9: Cn1c2ccccc2c2nn(-c3ccccc3)c(=O)cc21
    ?	1%	5	17%	0%	-8%	8%	-30%	1%	-3%	0%
10: FC(F)(F)c1ccc(-n2ccnc2)nc1
    1%	21%	-3	-2%	15%	15%	-1%	14%	4%	3%	-2%
11: COc1ccc(C(=S)N2CCCC2)cc1OC
    3%	-3%	-7	1%	9%	-1%	-1%	-5%	-1%	8%	-4%
12: COc1cc(NC(=O)c2cccc(S(=O)(=O)N3CCCCC3)c2)cc(OC)c1OC
    0%	11%	-29	-5%	1%	4%	·	0%	1%	-15%	1%
13: COc1ccc2c(c1)c1nc3ccccc3nc1n2Cc1ccc(OC(C)C)c(OC)c1
    ?	-3%[46.1 µM]	12	-26%	12%	0%	0%	2%	3%	10%	-8%
14: CC(=O)NNc1cc(N2CCOCC2)nc(N2CCOCC2)n1
    -8%	6%	10	79%[activator]	13%	4%	-1%	-18%	4%	-4%	-3%
15: CCn1cc(C(=O)NCc2ccccc2F)c(=O)c2ccc(C)nc21
    -1%	3%	-7	4%	-11%	-14%	1%	?	2%	2%	0%
16: Clc1cccc(/C=N/Nc2nc(Cl)nc3ccccc23)c1
    ?	-2%	-6	93%[activator]	11%	-2%	1%	-43%	3%	?	0%
17: Cc1ccc2c(c1)C1(C(=O)N2C)N2CC3(C)CN1CC(C)(C2)C3=O (configuration not stated)
    -8%	13%	-9	-1%	35%[15.4 µM]	3%	2%	-24%	-3%	2%	-5%
18: COc1ccc(C(=O)COC(=O)CNC(=O)c2ccc(C)s2)c(OC)c1
    1%	·	-8	-7%	2%	-15%	·	-18%	-4%	?	0%
19: OCC1(Cc2ccccc2)CCCN(C2CCCC2)C1 (configuration not stated)
    -2%	-5%	1	1%	-1%	-3%	5%	22%	-11%	-8%	-1%
20: Cc1c(C(=O)N2CCN(c3ccccc3)CC2)oc2c1C(=O)CC(C)(C)C2
    -15%	3%	-14	-2%	-7%	6%	-1%	15%	1%	6%	-7%
21: N#C/C(=C\c1ccc(Cl)cc1Cl)c1n[nH]c(Cn2cncn2)n1
    ?	-6%	-6	34%[activator]	6%	2%	-2%	-18%	1%	?	-1%
22: CC(CNC(=O)Cn1ccc(N)nc1=O)c1ccccc1 (configuration not stated)
    10%	-2%	23	4%	4%	3%	-3%	-1%	4%	3%	-4%
23: COc1cc2c(cc1OC)C(c1ccccc1)NCC2 (configuration not stated)
    -8%	-5%	-3	11%	-4%	-4%	-6%	0%	0%	-2%	-5%
24: Nc1nc(OCC(F)(F)F)cc(Oc2ccccc2F)n1
    ?	-4%	-16	3%	-6%	5%	-5%	-13%[7.66 µM]	1%	?	-3%
25: CCOc1ccccc1NC(=O)C1CCCCN1S(=O)(=O)c1ccccc1 (configuration not stated)
    21µM*	-1%	-23	-1%	0%	8%	14%	25%	4%	8%	-2%
26: CC(=O)Nc1ccc(-n2nnnc2SCC(=O)Nc2cccc(NC(=O)c3ccco3)c2)cc1
    5%	0%	-1	-7%	0%	14%	6%	-6%	0%	?	1%
27: CCC(=O)Nn1c(C2CCC2)nc2ccccc2c1=O
    -10%	-8%	-11	0%	-5%	-8%	0%	12%	-17%	2%	-2%
28: CCOC(=O)c1cc(C#N)c(SCC(=O)O)[nH]c1=O
    -2%	2%	5	4%	-2%	2%	10%	-8%	-3%	4%	-1%
29: O=C(CSc1nnc(-c2ccccc2)n1CC1CCCO1)N1CCCC1 (configuration not stated)
    -3%	-2%	-3	3%	1%	-4%	-5%	2%	0%	0%	0%
30: COC(=O)c1c(-c2ccccc2Cl)noc1-c1cnc(N)nc1C(F)(F)F
    -2%	10%	2	0%	-5%	-3%	1%	11%	?	-1%	3%
31: Cc1ccc(NC(=S)Nc2ccc(Br)cc2)cc1
    0%	0%	-3	-7%	?	-2%	-10%	15%	0%	12%	0%
32: CN1C(=O)OC(C)(CCc2ccccc2)C1(C)O (configuration not stated)
    -11%	-7%	45	-2%	7%	9%	9%	8%	0%	-2%	-2%
33: Cc1ccc(S(=O)(=O)/N=C(\CN2CCOCC2)N2CCCC2)cc1
    0%	1%	-14	5%	20%	-8%	0%	10%	0%	4%	4%
34: C=CCN1C(=O)c2ccc(C(=O)OCC(=O)N3CCN(c4ccccc4)CC3)cc2C1=O
    -27%	1%	-7	1%	-35%	7%	3%	5%	3%	2%	-4%
35: COc1c(Br)cc(Br)cc1/C=N/NC(=O)c1cccnc1
    -25%	-5%	-11	-7%	-13%	-2%	-5%	-10%	3%	?	-9%
36: CC1CN(C(=S)NC(=O)c2ccco2)CC(C)O1 (configuration not stated)
    6%	-2%[46.1 µM]	3	-1%	5%	-5%	-5%	14%	-1%	4%	0%
37: COc1ccc(C(=O)N[C@H](C(=O)NCc2cccs2)C(C)C)cc1
    -10%	-3%	-7	-1%	8%	4%	0%	4%	-1%	5%	0%
38: O=C(O)c1ccc(S(=O)(=O)N2CCc3ccccc3C2)cc1
    -17%	-4%	-7	4%	7%	5%	1%	-34%	1%	1%	-5%
39: Cc1ccc(Cl)c(OCC(=O)Nc2ccc(S(=O)(=O)NC3=NCCCCC3)cc2)c1
    -2%	8%	-22	-2%	17%	-5%	-6%	16%	-2%	-1%	0%
40: CCN(CC)CCNS(=O)(=O)c1ccc2[nH]cc(C(=O)O)c(=O)c2c1
    ?	·	-7	32%[activator]	9%	3%	-1%	6%	-21%	-9%	-9%
41: COCCNc1nc(-c2cc3ccccc3o2)cs1
    ?	-9%[46.1 µM]	5	·	-1%	4%	3%	11%	0%	?	-1%
42: CCOC(=O)CSc1nnc(CNc2cccc(Cl)c2)n1C
    10%	?	-6	3%	-1%	1%	-2%	8%	-7%	3%	-11%
43: CC(C)C(CC(=O)NCc1ccco1)c1ccco1 (configuration not stated)
    4%	·	7	-6%	-23%	-10%	-5%	-16%	0%	-2%	-4%
44: Sc1oc(-c2ccccc2)cc1C=Nc1ccccc1
    ?	4%	-12	-9%	-12%	4%	10%	-3%	-5%	?	50%[activator]
